APJ ag – agonists of human apelin receptor APJ, primary screen, CHO-K1 cells, PathHunter beta-arrestin, luminescence | P35414 | 0% DMSO wells, 100% apelin | activation, % at 20 µM | actives 0.11% (n = 330,000) | AID 2520, 2010;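 active = activation more than six SD over the plate average, tested at 20 µM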;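 note: 0% = DMSO alone and 100% = apelin-13 at 10 nM; some results filed as inactive read as strong as hits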
Target sequence (P35414 whole entry, looked up): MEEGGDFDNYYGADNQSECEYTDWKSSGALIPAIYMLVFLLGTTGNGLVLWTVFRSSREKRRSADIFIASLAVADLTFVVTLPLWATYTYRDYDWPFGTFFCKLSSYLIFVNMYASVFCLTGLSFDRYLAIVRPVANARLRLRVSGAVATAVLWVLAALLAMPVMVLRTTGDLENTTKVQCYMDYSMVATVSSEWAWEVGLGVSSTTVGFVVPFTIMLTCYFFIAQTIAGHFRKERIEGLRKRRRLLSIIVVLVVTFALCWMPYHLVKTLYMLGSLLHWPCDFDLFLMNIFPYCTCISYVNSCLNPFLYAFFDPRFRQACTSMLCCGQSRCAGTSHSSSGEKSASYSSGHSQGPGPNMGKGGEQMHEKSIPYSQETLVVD
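assay system = CHO-K1 APJ beta-arrestin complementation cell line | input = cell density 1000 per well | dosing = compound 20 µM once, DMSO 1% | timing = compound 90 min 25 °C, reagent 1 h | measured by = luminescence from split beta-galactosidase complementation, Galacton Star/Emerald II substrate | read-out basis = APJ agonist activity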
MIN6 prolif – inducers of MIN6 beta-cell proliferation, primary screen, ATP luminescence, uHTS | proliferation, % at 10 µM | MIN6 cells proliferation, ATPlite luminescence, 48 h; cells starved in 0.2% serum; 100% = growth in 10% serum | AID 2380, 2010 | actives 0.29% (n = 330,000);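 active = compounds whose signal lies at least 3.5 SD above the mean of all wells on their plate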;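 note: 0% = DMSO-treated cells in low-serum medium and 100% = 10% serum control; some compounds called inactive have numbers as strong as hits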
TIM10 inh – growth inhibitors of isogenic TIM10 control yeast, primary screen, counter-screen for tim10-1 yeast inhibitor project, luminescence, uHTS; S. cerevisiae TIM10 strain growth, BacTiter-Glo luminescence, 24 h; AID 463195, 2010; actives 1.4% (n = 330,000); inhibition, % at 10 µM;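 active = inhibition of 40% or more at the single tested concentration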;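 note: wild-type TIM10 isogenic control strain grown at permissive 25 °C; 0% = DMSO yeast wells and 100% = minimal medium wells without yeast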
tim10-1 inh – growth inhibitors of tim10-1 mutant yeast, primary screen, luminescence, uHTS; AID 463190, 2010; S. cerevisiae tim10-1 ts strain growth, BacTiter-Glo, 24 h; actives 2.2% (n = 330,000); inhibition, % at 20 µM;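 active = inhibition of at least 40%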;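 note: mutant grown at 25 °C; 0% = DMSO wells with yeast and 100% = wells holding no yeast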
MPTP block – mitochondrial permeability transition pore inhibitors, primary screen, biochemical, isolated mouse mitochondria, absorbance. Ca2+ swelling absorbance, 30 min. AID 602449, 2012. actives 1.4% (n = 360,000). inhibition, % at 10 µM;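 active = inhibition of 50% or more, scaled per plate between neutral and stimulator controls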;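 note: 0% = DMSO wells given calcium and 100% = 1 mM EGTA wells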
GRIN3A LBD mod – binders of NR3A ligand-binding domain, primary screen, biophysical, differential scanning fluorimetry, uHTS; Tm shift relative to glycine control, % at 25 µM; actives 2.5% (n = 340,000); Glutamate receptor ionotropic, NMDA 3A (GRIN3A) ligand-binding domain; NR3A LBD differential scanning fluorimetry, Tm shift; 0% = protein alone, 100% = glycine-bound protein; AID 1259313, 2017;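 active = melting temperature shift of at least 10% of the positive control shift, at one fixed dose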
NLRP3 yeast inh – NALP3 inflammasome inhibitors in reconstituted yeast, primary screen, luminescence, uHTS; Yeast reconstituted NLRP3/ASC/caspase-1, beta-gal luminescence, 24 h; inhibition, % at 10 µM; actives 0.39% (n = 330,000); AID 2825, 2010;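 active = inhibition of 50% or more; inactive = inhibition below 50%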;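 note: plate controls were induced DMSO wells for no effect and uninduced yeast grown without galactose for full effect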
APJ antag – antagonists of human apelin receptor APJ, primary screen, CHO-K1 cells, beta-arrestin complementation, luminescence. P35414. inhibition, % at 20 µM. actives 0.32% (n = 330,000). AID 2521, 2010;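 active = inhibition above about 40% at 20 µM, limit read from the data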;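 note: cells challenged with 10 nM apelin-13 agonist together with compound; plate controls were apelin-13 plus DMSO wells for no effect and DMSO wells lacking apelin-13 for full effect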
tim23-1 inh – growth inhibitors of tim23-1 mutant yeast, primary screen, luminescence, uHTS. actives 1.3% (n = 330,000). inhibition, % at 20 µM. S. cerevisiae tim23-1 growth, BacTiter-Glo luminescence, 24 h;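 active = growth inhibition of the mutant yeast at or above 50%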;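 note: temperature-sensitive mutant grown at 25 °C; plate controls were DMSO-treated mutant yeast for no effect and medium wells lacking yeast for full effect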
* marks the source's active call; other numbers are inactive results.

SMILES	APJ ag	MIN6 prolif	TIM10 inh	tim10-1 inh	MPTP block	GRIN3A LBD mod	NLRP3 yeast inh	APJ antag	tim23-1 inh
Cc1ccc(NC(=O)COC(=O)Cn2cnc3ccccc32)c(C)c1	-3	-2	5	-14	-0.6	-1	23	-2	-8
CCn1c(COc2ccc(OC)cc2)nnc1SCC(=O)Nc1cc(OC)ccc1OC	6	-4	-26	3	1.2	1	16	-4	14
O=c1cc(Cn2nnc(-c3ccc(Cl)cc3)n2)nc2sccn12	0	-1	12	15	1.4	-2	8	-1	23
CCNC(=S)Nc1cc(Cl)ccc1Oc1ccccc1	5	-5	26	31	31	-8	-5	-12	37
COc1ccc2[nH]c(O)c(N=NC(=O)Cc3cccs3)c2c1	-3	-1	7	0	2.9	-4	7	-8	17
CCN1CCN(C(c2nnnn2Cc2ccc3c(c2)OCO3)C(C)C)CC1 (centres undefined)	-3	0	-11	9	-1.4	1	13	3	6
Cc1ccc(S(=O)(=O)NC2CC2)cc1	-4	-2	20	16	0.9	-1	4	6	0
O=C(Nc1ccc2c(c1)CN(Cc1ccccc1O)CC2)C1CCCO1 (centres undefined)	-4	0	-3	-8	-1.1	0	4	17	3
COc1ccc(Nc2nc(NCC3CCCO3)nc(N)c2[N+](=O)[O-])cc1 (centres undefined)	3	-2	-9	20	4.0	0	25	-5	19
CCCc1nnc(NC(=O)CN2C(=O)c3ccccc3C2=O)s1	1	0	0	8	-2.4	-4	10	15	16
CN(C1CCCCC1)S(=O)(=O)c1ccc(NC(=O)c2ccco2)cc1	5	-3	11	44*	-2.4	-9	42	-4	42
CCCCN(C(=O)c1c(CC)noc1C)c1c(N)n(CC(C)C)c(=O)[nH]c1=O	1	-3	11	4	3.7	-1	5	4	17
O=C(NCCCCNC(=O)C(F)(F)F)C(F)(F)F	-3	-1	4	-1	-0.2	-2	6	16	2
COc1ccc(OC)c(Cc2nnc(CCC(=O)N3CCCCC3)o2)c1	0	-3	-3	12	1.5	0	1	6	0
O=C1NC(=Nc2ccc(F)cc2)SC1Cc1ccc(F)cc1 (centres undefined)	-2	1	21	10	3.6	2	13	-3	15
CCN(CC)CC(=O)N1CCCC(C(=O)c2ccccc2OC)C1 (centres undefined)	-1	-2	2	6	1.1	0	3	-6	-5
CCCCS(=O)(=O)c1sc2nc(C)cc(C)c2c1N	-3	-1	-1	17	-0.1	0	43	16	4
Cc1nc(-c2ccccn2)sc1C(=O)Nc1ccc(Cl)c(Cl)c1	2	-5	35	47*	16	26*	18	-4	-3
COC(=O)c1c(F)c(F)c(NCCO)c(F)c1F	-2	0	3	3	-0.4	-1	10	5	-4
O=[N+]([O-])c1ccccc1CNC1CCCCCC1	-2	1	8	-4	-0.2	0	13	6	6
CC1(c2nnc(-c3ccccc3)o2)CC(c2cccc(Cl)c2)=NO1 (centres undefined)	-1	-5	-20	11	-2.2	-4	38	3	21
CN=c1scc(C)n1/N=C/c1ccc2c(c1)OCO2	-1	-3	15	5	-1.0	-3	39	8	32
CCN(c1ccccc1)c1nc(C#N)nc(N(CC)c2ccccc2)n1	-4	-5	-1	17	4.5	-1	6	17	40
CCN(Cc1ccccc1)C(=O)CCS(=O)(=O)c1ccc2c(c1)NC(=O)CO2	-3	-2	-2	3	-1.3	1	10	18	-7
CC1Cc2cc(/C(O)=C3/C(=O)C(=O)N(Cc4ccco4)C3c3cccs3)ccc2O1 (centres undefined)	-2	-2	-14	-4	2.6	1	4	0	7

Single values from above.
tim23-1 inh result of `O=C(NCCCCNC(=O)C(F)(F)F)C(F)(F)F` stands at 2
tim23-1 inh result of `CCN(Cc1ccccc1)C(=O)CCS(=O)(=O)c1ccc2c(c1)NC(=O)CO2` stands at -7

Continuation.
SMILES	APJ ag	MIN6 prolif	TIM10 inh	tim10-1 inh	MPTP block	GRIN3A LBD mod	NLRP3 yeast inh	APJ antag	tim23-1 inh
CC(C)CNc1nc(N)c([N+](=O)[O-])c(NC2CCCCC2)n1	1	0	18	5	-2.0	-1	5	-11	5
O=C(NCCCN1CCOCC1)c1sc2cc([N+](=O)[O-])ccc2c1Cl	4	-2	0	-2	-1.8	0	24	-11	4
Cc1c(/C=N/NC(=O)c2cccs2)c2ccccc2n1Cc1ccccc1Cl	-4	-3	-2	-9	2.4	-5	10	9	-7
CC1CC(=O)Nc2ccccc2N1S(=O)(=O)c1ccc(Br)cc1 (centres undefined)	-9	-3	-24	4	0.1	-1	-5	-18	1
O=P(O)(CCc1ccccn1)CN1CCOCC1	0	-2	-2	-15	-0.3	2	5	8	11
CCOC(=O)CSc1nc2ccccc2c(=O)n1CC(C)C	-2	-2	-21	21	-0.9	2	19	-18	14
Cc1ccc(S(=O)(=O)N2CCC(C(=O)OCC(=O)N(CCC#N)c3ccc(F)cc3)CC2)cc1C	-1	2	21	2	-0.5	0	8	14	3
CC1CN(C(=O)c2ccc(OC3CCN(Cc4ccccn4)CC3)cc2)CCN1C (centres undefined)	-4	-5	-7	12	0.3	-7	17	9	6
COc1ccc2[nH]c(=O)c(CN(CCc3ccccc3)C(C)=O)cc2c1	-3	3	-7	2	-0.8	0	3	19	10
CCN(CC)CCNc1c2c(c(C#N)c3nc4ccccc4n13)CCCC2	-5	-5	60*	68*	0.1	-3	28	8	57*
Cc1cc(NC(=O)CSc2nc3ccccc3c(=O)n2-c2ccccc2)no1	1	-3	-6	14	-0.4	0	-6	17	-29
Cc1cccc(OCCC(=O)Nc2cc(S(=O)(=O)N3CCCCC3)ccc2N2CCOCC2)c1	-1	0	-6	1	-0.9	7	-9	9	3
COC(=O)c1ccc(Oc2coc3cc(OCc4cnn(-c5ccccc5)c4)ccc3c2=O)cc1	7	-2	8	10	2.8	-1	-6	4	11
CCOC(=O)c1cc(S(=O)(=O)N2CCCC2)cn1C	0	-1	1	-10	-2.2	0	7	11	7
Cc1ccccc1Nc1c(-c2ccncc2)nc2ccc(Br)cn12	0	-4	24	-14	-3.9	-9	15	-4	35
O=C(Cc1n[nH]c(=O)[nH]c1=O)N/N=C/CCc1ccccc1	-2	2	-11	6	-0.5	2	2	2	6
Cc1ccc2cc(CN(Cc3nnnn3C3CCCCC3)CC3CCCO3)c(=O)[nH]c2c1 (centres undefined)	-3	1	16	20	1.2	0	17	8	32
Cn1nnnc1Sc1ncnc2scc(-c3ccc4c(c3)OCO4)c12	-2	-6	12	13	1.0	-1	13	8	27
CC(NC(N)=O)C(=O)Nc1ccc(Cl)c(S(=O)(=O)Nc2ccc(Cl)cc2)c1 (centres undefined)	-3	-2	13	1	-1.9	2	14	-9	3
CCCn1c2c(c(O)c(C(=O)Nc3ncccc3O)c1=O)CCCC2	-1	-1	32	29	0.1	0	24	23	25
CCN1C(=O)N(c2ccc(Cl)cc2)C(C)=CC1(C)C	1	-1	-15	15	1.5	-1	1	-12	9
Cc1ccccc1NC1=C/C(=N\S(=O)(=O)c2ccc(C(=O)O)cc2)c2ccccc2C1=O	3	0	21	27	7.3	-4	42	0	48
[O-]/C(=C(\C(=S)NCc1ccccc1)[n+]1ccccc1)c1ccc(Cl)s1	-1	-7	10	12	-3.0	-1	11	13	25
Cc1cc2nc(C)c(Cl)c(=O)n2[nH]1	2	0	6	10	-1.1	-1	11	-9	13
O=C(CCN=C1NS(=O)(=O)c2ccccc21)OCC(=O)c1ccccc1	1	-3	8	-1	1.6	-1	-8	9	-2

More records
SMILES	APJ ag	MIN6 prolif	TIM10 inh	tim10-1 inh	MPTP block	GRIN3A LBD mod	NLRP3 yeast inh	APJ antag	tim23-1 inh
CN(Cc1ccccc1)Cc1nc2c(c(=O)n(C)c(=O)n2C)n1Cc1ccccc1Cl	-4	0	16	26	1.8	-5	2	16	33
O=C(COC(=O)c1ccc2c(c1)S(=O)(=O)N=C1CCCCCN12)NCCc1ccc(F)cc1	-1	-4	0	-4	-0.4	1	12	10	14
CC1CCCCN1Cc1cnc(Cl)s1 (centres undefined)	-3	-1	-13	4	-1.3	0	4	3	14
O=C(Cn1cc(C(=O)c2ccco2)c2ccccc21)NC1CCCC1	-10	-1	10	19	0.8	1	0	6	3
O=c1[nH]c(/C=C/c2ccccc2[N+](=O)[O-])nc2ccccc12	-1	-2	-17	20	-0.4	4	-8	2	-19
CCC(C)N(C(=O)CSc1nnc(-c2cccs2)n1C1CC1)C1CCS(=O)(=O)C1 (centres undefined)	-6	-2	0	10	0.0	0	22	-5	8
O=C(NCC(c1ccco1)N1CCN(c2ccccc2F)CC1)C1CCCCC1 (centres undefined)	-8	0	3	18	0.2	3	31	25	26
CCOc1ccc(N2C(=O)CS/C2=N/NC(=O)COc2ccc3ccccc3c2)cc1	-2	2	25	31	1.2	-2	11	4	33
COC(=O)C1=C(C)NC(=O)C1(NS(=O)(=O)c1ccc(C)cc1)C(F)(F)F (centres undefined)	-1	0	5	11	-2.7	0	-5	-13	8
CNC(=O)c1cc(C)c(-c2ccccc2)s1	-4	-5	-4	-2	0.3	-1	5	-1	14
Cc1ccc(S(=O)(=O)N(C)/N=C2/C(=O)N(CC(=O)O)c3ccccc32)cc1	-5	-3	1	8	-2.0	0	-1	4	6
O=C(/C=C/c1ccccc1)NC(NC(=S)Nc1cccc(O)c1)C(Cl)(Cl)Cl (centres undefined)	-1	-3	-4	30	25	21*	-13	-8	4
CC1=C(C(=O)Nc2ccccc2)C2(CCCCC2)C(C#N)=C(SCC(N)=O)N1	-1	-1	-9	-5	-1.1	0	3	0	-5
CCN(CC)CC(=O)Nc1ccc(Oc2ccc(NC(=O)CN(CC)CC)cc2)cc1	-1	-4	-11	-7	-0.7	0	16	6	1
COc1ccc(CNC(=O)CN2C(=O)c3ccccc3C2=O)cc1	1	3	-2	1	-1.2	0	11	4	3
CCN(CC)S(=O)(=O)c1ccc(S(=O)(=O)N2CCC(N3CCCCC3)CC2)cc1	2	-1	3	12	0.3	0	11	-4	21
C=C(C)C(=O)Nc1cccc(C(C)=O)c1	-2	-2	-14	28	-1.0	-1	2	8	18
Cc1ccc(OCCOc2ccc(S(=O)(=O)N3CCCC3)cc2C(N)=O)cc1	3	-2	0	2	-1.5	2	7	8	-10
O=C1CSC(c2cccc(F)c2)N1c1ccccc1 (centres undefined)	-4	0	0	4	-0.6	-7	-3	16	2
COc1ccc(C(=O)NC(C)Cc2cnccn2)cc1OC1CCN(C(C)C)CC1 (centres undefined)	-5	2	4	11	0.3	2	-7	10	6
O=C1CCCC2=C1C(c1cccs1)CC(=O)N2c1ccc(F)cc1 (centres undefined)	0	-1	6	27	0.0	-1	5	-6	13
COc1ccc(/C(C)=N\n2cnnc2)cc1	1	1	-3	-17	-0.5	-1	18	14	1
O=C(Nc1ccnn1C1CCN(Cc2c(F)cccc2Cl)CC1)C1CCCC1	-3	-1	7	19	-1.2	0	4	-8	11

Source: PubChem (Sanford-Burnham Center for Chemical Genomics)
